Epigenetic reg: Quantitative High-Throughput Screen for Regulators of Epigenetic Control | murine LDR cells, GFP reporter derepression, 30 h | Potency, µM (doses to about 53.9 µM), without a hit: top-dose GFP activation, actives largely listed as activators | 280,000 tested, 0.2% active; note: potency is the fitted concentration of half-maximal effect; % of control where 0% means no effect; nearly all actives have a fitted effect of over 60% in size
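GFP-positive cell count by laser-scanning cytometry (objects 20–120 um) after 30 h, 37 C compound exposure of murine LDR cells; reporter is CMV-GFP integrated at a silenced locus, inducible by HDAC or DNMT inhibitors.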
TRb-SRC2 inh: qHTS for Inhibitors of the Interaction of Thyroid Hormone Receptor and Steroid Receptor Coregulator 2; Thyroid hormone receptor beta (Homo sapiens), P10828; AID 1469, 2008; Potency, µM (highest dose often 106 µM), without a hit: top-dose activity change, negative = inhibition, actives largely listed as inhibitors; TRbeta-SRC2 peptide binding, fluorescence polarization; receptor liganded with 1 µM T3; 280,000 tested, 0.065% active;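 note: potency is the fitted concentration of half-maximal effect; plate controls were bound peptide for no effect and peptide without receptor for full effect; nearly all actives have a fitted effect of over 50% in size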
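Each compound concentration gave % activity, normalized to unbound and bound Texas Red SRC2 controls, from polarization read after 5 hr ambient incubation with T3-loaded human TRb LBD.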
CBFb-RUNX1 inh: qHTS Assay for Compounds Blocking the Interaction Between CBF-beta and RUNX1 for the Treatment of Acute Myeloid Leukemia; AID 1477, 2009; 230,000 tested, under 10 active; AlphaScreen CBFb-His/RUNX1-biotin binding, biochemical; Potency, µM (highest dose often 59.8 µM), for the others: at the highest dose activity, negative = inhibition, hits mostly inhibitors; note: % of control where 0% means no effect
Target sequence (Q01196 whole entry, looked up): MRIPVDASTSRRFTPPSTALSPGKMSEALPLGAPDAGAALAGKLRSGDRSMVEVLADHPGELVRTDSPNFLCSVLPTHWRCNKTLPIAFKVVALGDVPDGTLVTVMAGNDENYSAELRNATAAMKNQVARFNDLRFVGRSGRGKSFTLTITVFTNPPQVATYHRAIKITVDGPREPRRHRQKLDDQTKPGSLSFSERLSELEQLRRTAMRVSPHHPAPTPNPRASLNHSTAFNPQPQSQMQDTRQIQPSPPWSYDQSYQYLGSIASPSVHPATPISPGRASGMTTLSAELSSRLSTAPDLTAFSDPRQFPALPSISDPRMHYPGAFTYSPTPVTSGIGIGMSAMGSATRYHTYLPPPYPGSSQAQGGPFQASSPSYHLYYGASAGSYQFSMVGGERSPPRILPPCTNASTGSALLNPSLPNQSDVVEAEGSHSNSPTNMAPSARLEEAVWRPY
Target sequence (Q13951 whole entry, looked up): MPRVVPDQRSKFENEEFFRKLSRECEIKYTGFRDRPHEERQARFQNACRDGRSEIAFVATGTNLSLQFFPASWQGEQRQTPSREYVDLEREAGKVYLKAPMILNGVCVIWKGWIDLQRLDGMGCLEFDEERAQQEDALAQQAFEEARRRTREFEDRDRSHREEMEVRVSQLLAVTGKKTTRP
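AlphaScreen binding: CBFb-His and RUNX1-biotin (30 nM each) preincubated 20 min, compound added for 15 min, then nickel and streptavidin beads for 90 min, all at room temperature. Disruption of the interaction by any mechanism counts as activity.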
Tau fluor cs: Counterscreen qHTS for Inhibitors of Tau Fibril Formation, Fluorescence Polarization | tau K18 P301L (four-repeat tau fragment) Alexa594 fluorescence, heparin fibrillization | Potency, µM (titrated, usually from 57.7 µM), for inactives: at the top dose activity change, negative = decrease | 280,000 tested, 0.93% active; note: potency is the fitted concentration of half-maximal effect; % is set by controls: 0 for no effect and ±100 for the full control effect; nearly all actives have a fitted effect of over 55% in size
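Human K18 P301L tau (15 uM unlabeled plus 0.24 uM Alexa 594-labeled, final) in 100 mM sodium acetate pH 7 was mixed with compound and 20 uM heparin and incubated 6 hr at 37 C.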
Tau fibril FP: qHTS for Inhibitors of Tau Fibril Formation, Fluorescence Polarization; 280,000 tested, 0.39% active; Potency, µM (doses to about 57.7 µM), without a hit: at the top dose activity, negative = inhibition, usual class: inhibitors; Microtubule-associated protein tau (Homo sapiens), P10636; AID 1468, 2008; K18 P301L tau heparin fibrillization, Alexa594 FP, 6 h; note: potency is the fitted concentration of half-maximal effect; % is set by controls: 0 for no effect and ±100 for the full control effect; nearly all actives have a fitted effect of over 55% in size
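Recombinant K18 P301L […], labeled with Alexa 594 at 0.24 uM over 15 uM unlabeled; heparin inducer 20 uM final; 37 C, 6 hr; FP endpoint.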
TR SRC2 fluor cs: Total Fluorescence Counterscreen for Inhibitors of the Interaction of Thyroid Hormone Receptor and Steroid Receptor Coregulator 2; TRb/SRC2 Texas Red total fluorescence interference; Potency, µM (top dose mostly 106 µM), for inactives: top-dose fluorescence change, negative = quenching; 280,000 tested, 0.29% active; AID 1479, 2009; active = well fitted curve in either direction with a large enough effect; inconclusive = small, poorly fitted or top-dose-only effect; note: potency is the fitted concentration of half-maximal effect; % is set by controls: 0 for no effect and ±100 for the full control effect
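Human TRb ligand-binding domain at 0.6 uM with 20 nM Texas Red SRC2 peptide in Tris buffer containing 1 uM T3 and 5% DMSO, incubated with compound 5 h at ambient temperature. Total fluorescence (555/632 nm) calculated as parallel + 2 × perpendicular.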
aGal spleen mod: qHTS Assay for Inhibitors and Activators of Human alpha-Galactosidase From Spleen Homogenate; 240,000 tested, 0.008% active; human spleen homogenate, 4MU-alpha-Gal fluorescence, 40 min; Alpha-galactosidase A (Homo sapiens), P06280; AID 2107, 2009; Potency, µM (doses to about 80 µM), inactives show at the top dose activity change, negative = inhibition, hits mostly inhibitors;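 note: potency is the fitted concentration of half-maximal effect; 0% = enzyme with vehicle and -100% = no enzyme basal signal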
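qHTS titration in buffer at pH 5.0. Alpha-galactosidase activity in spleen homogenate was measured via 4-methylumbelliferone release from 1 mM fluorogenic substrate after 40 min at 37C and a pH 10 stop. AC50 came from Hill fits of control-normalized data.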
NPSR antag: qHTS Assay for Antagonists of the Neuropeptide S Receptor: cAMP Signal Transduction; AID 1461, 2008; CHO-NPSR cells, cAMP TR-FRET, antagonist mode; Q6W5P4; 220,000 tested, 1% active; Potency, µM (doses to about 38.3 µM), for the others: top-dose activity change, negative = inhibition, hits mostly inhibitors; note: potency is the fitted concentration of half-maximal effect; % is set by controls: 0 for no effect and ±100 for the full control effect; nearly all actives have a fitted effect of over 50% in size; many of its hits are not listed in these tables
Target sequence (Q6W5P4 whole entry, looked up): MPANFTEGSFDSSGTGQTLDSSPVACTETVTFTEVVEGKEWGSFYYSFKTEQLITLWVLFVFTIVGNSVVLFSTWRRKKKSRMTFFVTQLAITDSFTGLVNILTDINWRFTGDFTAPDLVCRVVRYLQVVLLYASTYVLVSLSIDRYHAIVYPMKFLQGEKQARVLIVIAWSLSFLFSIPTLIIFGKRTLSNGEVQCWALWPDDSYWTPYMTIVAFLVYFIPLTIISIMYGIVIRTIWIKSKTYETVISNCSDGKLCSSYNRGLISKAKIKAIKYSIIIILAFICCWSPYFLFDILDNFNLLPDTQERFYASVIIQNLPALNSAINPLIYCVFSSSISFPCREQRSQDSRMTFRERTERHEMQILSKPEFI
Active calls of the source: *; ? = inconclusive; nt = not tested or not shown; & = joins results of further samples; [ ] = another dose, or the depositor's remark. Unless noted, calls come from the whole dose curve; as a rule, active = well fitted curve in the direction sought with a large enough effect; inconclusive = small, poorly fitted or top-dose-only effect, or another doubt; inactive = no such curve, though single readings can be large; an effect the other way counts as inactive or inconclusive.

SMILES	Epigenetic reg	TRb-SRC2 inh	CBFb-RUNX1 inh	Tau fluor cs	Tau fibril FP	TR SRC2 fluor cs	aGal spleen mod	NPSR antag
CC(C(=O)NCc1ccccc1F)n1ccc2cc(S(=O)(=O)N3CCCC3)ccc21 (stereo not given)	1.8%	2%	nt	-2%	12%	1%	nt	nt
CCCCN(CC)C(=O)C1CCC(CNS(=O)(=O)c2cccc3nsnc23)CC1 (stereo not given)	-1.1%	-5%	nt	-10%	2%	?	nt	nt
CN1CCN(c2cc(=O)n(Cc3ccc(F)cc3)c(=O)[nH]2)CC1	-0.8%	10%	4%	-4%	-2%	2%	1%	3%[46.1 µM]
CCC(=O)N1CCN(c2ccccc2NC(=O)Cc2ccccc2)CC1	0.0%	-7%	-18%	19%	12%	-4%	-2%	-30%[46.1 µM]
O=C(CSCc1cnn(-c2ccccc2)c1-n1cccc1)Nc1ccc(F)cc1F	3.2%	1%	nt	-14%	3%	-2%	nt	nt
Cc1cc(/C=C2\SC(=S)N(C)C2=O)c(C)n1-c1cccc(O)c1	8.7%	-2%	-7%	10µM*[quencher]	-11%	-2%	1%	?
COc1ccc(/C=N/N=C2/C(=O)Nc3ccccc32)cc1O	1.2%	1%	0%	-28%	5%	-3%	2%	-48%
C=CCN(C#N)c1nc(OC)nc(N2CCCC2)n1	-0.9%	4%	-1%	-6%	-2%	2%	-4%	-12%[46.1 µM]
COc1ccccc1C(=O)NNC(=O)c1ccccc1F	0.0%	0%	1%	1%	4%	7%	-3%	8%
COc1ccc(OCC(O)CN2CCCCCC2)cc1 (stereo not given)	1.2%	-4%	15%	0%	6%	-7%	-13%	6%[46.1 µM]
CCOC(=O)c1c(C)c(C(=O)O)n(C)c1C	-1.0%	-4%	1%	-2%	-6%	1%	-2%	5%[46.1 µM]
Cn1c(=O)c2c(nc(NCCc3ccccc3)n2CC(=O)NCCc2ccccc2)n(C)c1=O	0.0%	-12%	7%	-20%	-8%	-2%	6%	-8%[46.1 µM]
COC(=O)C1C(c2ccc(N(C)C)cc2)C(C(=O)OC)S(=O)(=O)CS1(=O)=O (stereo not given)	-3.3%	8%	1%	4%	4%	-1%	-7%	-6%
Cc1noc(NS(=O)(=O)c2ccc(N/C=C/C(=O)c3ccncc3)cc2)c1C	-1.0%	3%	-3%	-9%	1%	-8%	5%	25%[46.1 µM]
CCC(C)(C(=O)NC1CCCC1)N(C(=O)c1ccccn1)c1ccc(C)cc1 (stereo not given)	-0.6%	-19%	-2%	-3%	?	2%	-2%	-10%[46.1 µM]
CCOC(=O)c1ccccc1-c1csc(N)n1	3.3%	-5%	-5%	8%	11%	-2%	-8%	15%
COCCNc1nc2nonc2nc1N1CCC(N(C)C)C1 (stereo not given)	2.4%	-6%[53 µM]	11%	-2%	6%	-2%[53 µM]	6%	8%
Cc1cc2ccccc2c(=O)n1CC(=O)NCC(=O)N1CCN(c2ccccc2)CC1	-6.0%	3%	-2%	-5%	-1%	-9%	4%	-4%[46.1 µM]
CNCCNS(=O)(=O)c1cccc2cnccc12	-1.2%&0.0%	11%&-14%	6%&9%	3%&-11%	7%&-6%	0%&-1%	?	4%[46.1 µM]
COc1ccc(CCNC(=O)Cn2c(=O)n(-c3ccc(OC)c(OC)c3)c(=O)c3ccccc32)cc1OC	-1.8%	-2%	nt	-5%	3%	-24%	nt	nt
c1ccc(-c2cc3c(N4CCCC4)ncnc3s2)cc1	3.2%	-7%	7%	3%	1%	-1%	0%	-18%
CCOC(=O)Cc1csc(NC(=O)c2cc(=O)c3ccccc3o2)n1	-3.6%	4%	6%	3%	5%	-5%	-6%	0%
COc1ccc(NC(=O)c2cccc(S(=O)(=O)Nc3ccc(Br)cc3)c2)cn1	0.0%	10%	-7%	?	?	10%	7%	-8%[46.1 µM]
CC(C)NCC(O)COC1CCC(C(C)(C)C)CC1 (stereo not given)	1.3%	1%	-7%	-9%	-3%	-1%	1%	14%

Whole records as entered above. Order of screens: Epigenetic reg | TRb-SRC2 inh | CBFb-RUNX1 inh | Tau fluor cs | Tau fibril FP | TR SRC2 fluor cs | aGal spleen mod | NPSR antag
Profile of COCCNc1nc2nonc2nc1N1CCC(N(C)C)C1 (stereo not given) = 2.4% | -6%[53 µM] | 11% | -2% | 6% | -2%[53 µM] | 6% | 8%
Profile of Cc1cc(/C=C2\SC(=S)N(C)C2=O)c(C)n1-c1cccc(O)c1 = 8.7% | -2% | -7% | 10µM*[quencher] | -11% | -2% | 1% | ?
Profile of CCCCN(CC)C(=O)C1CCC(CNS(=O)(=O)c2cccc3nsnc23)CC1 (stereo not given) = -1.1% | -5% | nt | -10% | 2% | ? | nt | nt
Profile of COc1ccc(/C=N/N=C2/C(=O)Nc3ccccc32)cc1O = 1.2% | 1% | 0% | -28% | 5% | -3% | 2% | -48%

Further results:
SMILES	Epigenetic reg	TRb-SRC2 inh	CBFb-RUNX1 inh	Tau fluor cs	Tau fibril FP	TR SRC2 fluor cs	aGal spleen mod	NPSR antag
Clc1ccc(COn2c(-c3ccc(Cl)cc3Cl)nc3ncccc32)cc1	2.1%	-10%	-1%	-20%	3%	1%	-12%	?
O=C1CN(C(=O)COc2ncnc3ccccc23)c2ccccc2N1	-4.8%	2%	-1%	1%	7%	-1%	3%	-12%[46.1 µM]
Cn1c(=O)[nH]c(=O)c2c1nc(Br)n2CCSc1nc2ccccc2o1	2.0%	-5%	-5%	0%	-1%	-3%	0%	4%[46.1 µM]
CCCOc1cccc(-c2cc(-c3n[nH]c(=S)n3CC)c3ccccc3n2)c1	0.9%	5%	-9%	?	1%	-6%	-16%	?
CCN(CC(=O)Nc1ccc(C(=O)Nc2ccc(OC)cc2)cc1)Cc1nc2ccccc2c(=O)[nH]1	0.0%	-6%	0%	?	-10%	-5%	7%	21%
Cc1occc1-c1nnc(SCC(=O)N2CCc3ccccc32)o1	0.0%	-2%	?	8%	-7%	-3%	7%	-8%[46.1 µM]
COc1cccc(C(=O)NNC(=O)Cc2cccs2)c1	-0.1%	4%	7%	-12%	6%[2.34 µM]	2%	11%	36%
CN(c1ccccc1C(=O)N1CCCC1)S(C)(=O)=O	1.6%	8%	14%	1%	-3%	1%	-1%	-5%[46.1 µM]
Cc1oc(-c2cccc(Cl)c2)nc1CS(=O)(=O)CC(=O)NCc1ccccc1Cl	5.6%	-5%	nt	-7%	-1%	-1%	nt	nt
Nc1nc(-c2ccccn2)nc(N)c1Cc1ccc(Cl)cc1Cl	2.5%	-6%	?	-9%	?	-4%	-11%	-18%
O=C(NCc1ccccc1)c1ccccc1Br	1.0%	-10%	-8%	0%	-1%	-2%	-9%	11%
COc1ccc(CCNC(=O)CSc2nnnn2-c2ccccc2)cc1	-0.5%	2%	2%	1%	2%	0%	-2%	-1%[46.1 µM]
COc1cc(C2NCCc3c2[nH]c2ccccc32)ccc1OC(C)C (stereo not given)	1.6%	-4%	-21%	9%	3%	-2%	17%	-59%
CC(Cc1cccs1)NC(=O)Nc1cccc(Cl)c1 (stereo not given)	-3.1%	-17%	25%	?	?	1%	2%	?
CC(/C=C/c1ccc2c(c1)OCO2)=N/NC(=O)c1ccc(C)nc1	0.0%	-2%	0%	-7%	6%	-41%	-8%	-21%
COc1ccc(Nc2c3c(nc4ccccc24)CCC3)cc1Cl	1.4%	-3%	nt	?	14%	0%	nt	nt
CC(C)(C)c1ccccc1NC(=O)c1cccnc1	0.0%	5%	7%	1%	2%	0%	4%	-1%[46.1 µM]
O=C1C2C3C=CC(C4CC34)C2C(=O)N1c1ccc2c(c1)OCO2 (stereo not given)	-3.7%	-2%	1%	-3%	0%	-1%	-12%	21%
CC(=O)N1CCN(C(=S)c2cccc([N+](=O)[O-])c2)CC1	-0.9%	8%	2%	3%	-8%	-2%	6%	7%
CCc1ccc(S(=O)(=O)c2nnn3c2nc(N(C)Cc2ccccc2)c2cc(Cl)ccc23)cc1	1.1%	-6%	nt	-11%	-5%	3%	nt	nt
O=C(CSc1nnc(-c2csc3c2CCCC3)o1)Nc1ccccc1	-2.7%	-22%	-5%	-7%	-5%	0%	-2%	15%[46.1 µM]
CCc1ccccc1NC(=O)CN(C)S(=O)(=O)c1cccc2nsnc12	4.0%	-10%	nt	-6%	-4%	-1%	nt	nt
Cc1nnc(SCC(=O)N2CCc3ccccc32)n1-c1ccccc1	-2.3%	-13%	4%	-1%	-1%	-2%	2%	12%[46.1 µM]
O=[N+]([O-])c1ccccc1S(=O)(=O)Oc1ccccc1/C=N/n1cnnc1	1.0%	6%	-2%	-4%	-3%	-4%	-5%	12%
C/C=C\C(=O)Nc1cccc(C2=NOC3(C2)C[C@@H](C(N)=O)N(C(=O)COc2ccc(Cl)cc2)C3)c1 (stereo not given in full)	?	0%	12%	-12%	-8%	1%	3%	9%
CN(C[C@H](Cc1ccccc1)N(C[C@H](Cc1ccccc1)N(CCc1cc(C(F)(F)F)cc(C(F)(F)F)c1)N=O)N=O)N=O	2.3%	-10%	4%	-9%	-5%	-1%	-7%	16%
NC(=O)c1ccc(Oc2ccc3ccc(=O)oc3c2)c([N+](=O)[O-])c1	0.0%	3%	8%	-7%	4%	-2%	6%	6%
CCc1ccccc1NC(=O)CN(C)C(=O)CSc1nnc(Nc2cccc(C)c2)s1	-1.9%	-5%	-8%	?	13%	2%	-11%	2%
CCNC(=S)NNC(=O)c1cc(-c2ccc(OC)cc2)nc2ccccc12	-0.9%	2%	-30%	-25%	14%	-11%	1%	-7%
O=C(OCn1nnc2ccccc2c1=O)c1ccc2ccccc2n1	-2.6%	-4%	-6%	1%	-4%	1%	1%	-20%[46.1 µM]
COc1ccc(CCNS(=O)(=O)c2ccc3c(c2)OCCO3)cc1	0.9%	-4%	0%	-2%	2%	-6%	-1%	-5%[46.1 µM]

Bioassay records as filed in PubChem BioAssay.

These rows are one share of the data; rates above refer to the full screens.
